# Screening data (PubChem)
# CCHF vOTU inh: CCHFV vOTU protease inhibitors, primary screen, biochemical, Pep-AMC substrate, fluorescence. hit rate 0.55% among 370,000. AID 651958, 2012. inhibition, % at 11.5 µM. Crimean-Congo hemorrhagic fever virus L polyprotein viral ovarian tumor (vOTU) protease …; also: 0% = vehicle wells with enzyme and 100% = no enzyme wells
# FadD28 FP inh: inhibitors of FadD28 bisubstrate probe binding, primary screen, biochemical, fluorescence polarization, single point; Mycobacterium tuberculosis FadD28 fatty-acid-AMP ligase; inhibition, % at 12.5 µM; hit rate 0.22% among 360,000; AID 588549, 2011; in the data active = inhibition above about 8.5%, passing the limit was not always enough; inconclusive = no clear call, values can overlap the other calls
# BoNT A protease: BoNT/A light chain protease inhibitors, primary screen, biochemical, flow cytometry, MLPCN library | Botulinum neurotoxin type A light chain protease (Clostridium botulinum A str. ATCC 3502) | multiplex microsphere protease substrate cleavage | inhibition, % at 10 µM | hit rate 0.17% among 360,000 | AID 588499, 2011; in the data active = inhibition above about 30%; inconclusive = no clear call, values can overlap the other calls; also: plate controls were buffer without enzyme for full effect and enzyme alone for no effect
# Mtb BioA inh: M. tuberculosis BioA enzyme inhibitors, primary screen, biochemical, plate reader, single point, HTS; 7,8-diaminopelargonic acid synthase BioA (Mycobacterium tuberculosis); purified M. tuberculosis BioA enzyme; inhibition, % at 9.99 µM; hit rate 0.096% among 360,000; in the data active = inhibition above about 40%; inconclusive = no clear call, values can overlap the other calls
# Mtb UGM inh: M. tuberculosis UGM enzyme inhibitors, primary screen, biochemical, fluorescence polarization, single point; hit rate 0.06% among 320,000; UDP-galactopyranose mutase (Mycobacterium tuberculosis (strain ATCC 25618 / H37Rv)), …; inhibition, % at 10 µM; AID 504406, 2011; purified UGM, fluorescence polarization probe displacement; in the data active = inhibition above about 10%, passing the limit was not always enough; inconclusive = no clear call, values can overlap the other calls
# Target sequence (P9WIQ1 whole entry, looked up): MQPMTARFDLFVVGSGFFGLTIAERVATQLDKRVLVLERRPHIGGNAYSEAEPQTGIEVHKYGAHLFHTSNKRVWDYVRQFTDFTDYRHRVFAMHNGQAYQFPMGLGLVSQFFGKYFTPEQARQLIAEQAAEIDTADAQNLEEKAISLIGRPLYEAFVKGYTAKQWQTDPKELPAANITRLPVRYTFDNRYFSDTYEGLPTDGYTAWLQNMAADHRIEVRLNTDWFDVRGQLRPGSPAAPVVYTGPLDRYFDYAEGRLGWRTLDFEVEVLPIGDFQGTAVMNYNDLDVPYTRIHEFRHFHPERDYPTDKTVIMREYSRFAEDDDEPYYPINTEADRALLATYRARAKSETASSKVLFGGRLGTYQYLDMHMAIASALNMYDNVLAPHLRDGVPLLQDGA
# FBA Mtb inh: Mtb FBA enzyme inhibitors, primary screen, biochemical, fluorescence, strain H37Rv; inhibition, % at 1 µM; hit rate 2.3% among 360,000; purified M. tuberculosis FBA, fluorescence read-out; Fructose-bisphosphate aldolase (Mycobacterium tuberculosis (strain ATCC 25618 / H37Rv)), …; in the data active = inhibition above about 27%;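 also: 0% = vehicle and 100% = reference inhibitor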
# Target sequence (P9WQA3 whole entry, looked up): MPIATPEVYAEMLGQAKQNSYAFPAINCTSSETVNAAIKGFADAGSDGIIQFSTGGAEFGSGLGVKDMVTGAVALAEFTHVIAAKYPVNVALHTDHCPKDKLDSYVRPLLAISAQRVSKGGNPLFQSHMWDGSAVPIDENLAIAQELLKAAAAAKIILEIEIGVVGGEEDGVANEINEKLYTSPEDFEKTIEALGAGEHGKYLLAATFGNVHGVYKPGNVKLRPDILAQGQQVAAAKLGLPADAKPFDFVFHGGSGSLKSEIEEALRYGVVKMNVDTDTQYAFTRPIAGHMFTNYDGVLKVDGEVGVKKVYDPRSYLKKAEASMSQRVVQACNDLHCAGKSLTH
# BoNT-F LC inh: BoNT/F light chain protease inhibitors, primary screen, biochemical, flow cytometry, MLPCN library. Botulinum neurotoxin type F light chain protease (Clostridium botulinum). Multiplex microsphere protease cleavage assay. inhibition, % at 10 µM. hit rate 0.22% among 360,000; in the data active = inhibition above about 35%, passing the limit was not always enough; inconclusive = no clear call, values can overlap the other calls; also: plate controls were buffer without enzyme for full effect and enzyme alone for no effect
# GDH-TPI inh: GDH-TPI coupling enzyme inhibitors, primary screen, artefact control for M. tuberculosis FBA inhibitor project, biochemical, absorbance, full deck | inhibition, % at 4.8 µM | AID 588335, 2011 | GDH-TPI coupled enzyme counterscreen, NADH absorbance | hit rate 1.2% among 360,000;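 also: 0% = DMSO wells and 100% = wells lacking the enzyme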
# PrPC surface inh: inhibitors of human cell surface prion protein PrPC, primary screen, cell-based, TR-FRET. TR-FRET read-out. AID 720596, 2013. hit rate 0.43% among 370,000. inhibition, % at 13.8 µM; in the data active = inhibition above about 24%; also: 0% = median of the test wells and 100% = reference compound wells
# An asterisk follows results filed as active; ? = inconclusive; / = no result given. Rule as the data show it, unless noted: active = inhibition above about 30%; inactive = the rest. No enrichment for hits. Share with any hit: about 4.8%.
structure,CCHF vOTU inh,FadD28 FP inh,BoNT A protease,Mtb BioA inh,Mtb UGM inh,FBA Mtb inh,BoNT-F LC inh,GDH-TPI inh,PrPC surface inh
Cc1ccc(F)cc1C(=O)N1CCC1(C)C(=O)O (configuration not stated),-1,-1.4,0.1,-1.6,/,1,4,17,3
O=C(O)c1cccc(S(=O)(=O)Nc2cccc3ccccc23)c1,-1,-2.0,-1.8,-1.4,1.4,2,-14,0,7
COc1ccc(CC(=O)O/N=C(\N)c2ccccn2)cc1,-9,2.0,-0.9,/,2.5,3,8,-6,-1
O=C1C2C3C=CC(O3)C2C(=O)N1CC(O)c1ccccc1 (configuration not stated),-2,-1.2,-0.3,-6.3,1.7,1,1,-1,-2
CCN1/C(=C/C=C/c2oc3ccc(-c4ccccc4)cc3[n+]2CC)Oc2ccc(-c3ccccc3)cc21,37*,95*,43*,-201,?,-19,-149,12,43*
COc1ccccc1C1=CC(=O)CC(C)(C)C1=O,11,1.1,0.0,1.8,3.2,1,1,-4,-5
Cc1c(NC(=O)C(C)N2C(=O)C3C4C=CC(C4)C3C2=O)c(=O)n(-c2ccccc2)n1C (configuration not stated),-7,1.4,-0.9,-1.7,3.0,-1,1,15,-2
CCN1/C(=C(\O)c2ccccc2)C(=O)c2ccccc2S1(=O)=O,9,1.8,1.6,-1.6,1.0,3,10,14,-10
COc1ccccc1C(=O)Nc1ccnn1C1CCN(Cc2ccc3nonc3c2)CC1,8,-1.0,-1.2,/,-0.1,0,1,8,-30
CN=C(Nc1ccc(C(=O)OC)s1)c1ccc(Cl)cc1,8,-1.7,0.3,/,1.0,-3,1,16,11
CC1=C(C#N)CCC(=O)N1Cc1c(C)cc(C)cc1C,5,1.6,0.1,-0.3,-2.1,1,0,5,-1
COC(=O)C1=C(C)N(CC(C)C)C(=O)/C1=C\c1cccs1,9,-4.0,-0.5,-0.3,4.2,-13,2,14,3
COc1ccccc1CN1CC(C(=O)N(C)CCOc2ccccc2)CCC1=O (configuration not stated),-4,-2.6,-0.5,0.4,0.8,-1,-7,0,0
CCn1nc(C(=O)NNC(=O)COc2ccccc2C)c2ccccc2c1=O,0,-2.0,0.1,-4.2,2.0,1,-5,7,3
NC(=O)c1cccc(CS(=O)(=O)c2ccc(Cl)cc2)c1,-8,-2.1,1.1,-1.7,1.1,1,8,11,0
COc1ccc(C(=O)n2cnc3ccccc32)cc1[N+](=O)[O-],-16,-3.5,-4.2,0.1,-1.4,-1,?,-3,-8
O=S(=O)(c1ccc(S(=O)(=O)N2CCC3(CC2)OCCO3)cc1)N1CCCC1,6,-3.5,0.1,-3.2,-1.1,-2,0,1,1
O=C(NC1CCCC1)C(c1ccncc1)N(C(=O)Cc1cccs1)c1cccc(F)c1 (configuration not stated),-1,-2.8,-1.7,0.4,-0.7,0,-21,-5,10
COC(=O)CSc1ncc(OC)c(OC)n1,-6,-0.5,-3.0,0.3,0.0,-1,-1,4,0
Nc1nc(N2CCOCC2)nc(N(c2ccccc2)c2ccccc2)n1,0,-1.4,-0.3,-0.1,0.8,-2,-4,-1,0
O=C(NCc1ccc2c(c1)OCO2)c1ccccn1,9,0.2,0.3,-1.3,2.4,4,-2,1,2
O=C(NCC1CCCO1)c1ccc(F)c2ccccc12 (configuration not stated),2,-0.7,2.4,-0.9,-2.0,2,7,7,-10
c1cncc(CSc2ccc(-c3cccnc3)nn2)c1,4,-2.7,1.2,35,-0.8,0,15,1,3
CCCCCCn1c(=O)n2n(c1=O)[C@@H]1CN(S(=O)(=O)c3ccc(C)cc3)C[C@]1(O)[C@@H](OC(=O)NCC1CCCCC1)C2,19,-4.3,0.0,0.6,/,-2,2,-2,7
CCc1ccc2[nH]c(=O)c(C(c3nnnn3CCOC)N3CCN(c4ccccc4F)CC3)cc2c1 (configuration not stated),5,-13,0.9,1.3,-3.9,2,8,13,-3
CCS(CC)=NS(=O)(=O)c1ccc(NC(C)=O)cc1,8,0.1,1.9,-0.7,/,64*,37*,-1,4
CN(C)c1ccc(/C=C/c2ccncc2)cc1,-1,-2.9,1.6,-0.9,/,3,-7,8,-6
COc1ccc(CCNc2nc3ccccc3n3cnnc23)cc1OC,-7,-3.1,0.2,-2.2,/,-4,-5,-4,1
C/C(=N/NC(=O)C1CC1(c1ccccc1)c1ccccc1)c1cccs1 (configuration not stated),-11,-1.6,-0.3,/,1.8,3,1,-1,5
CC(=O)N1CCN(c2ccc(Nc3ncnc4c3oc3ccccc34)cc2)CC1,5,1.0,-0.1,1.9,-0.9,5,-20,18,3
COCCn1nnnc1SCC(=O)N1CCCCC1,-4,-0.1,0.0,21,2.0,-1,-12,10,0
CCN1C[C@@H]2[C@@H]3C(=O)N(Cc4ccccc4)C(=O)[C@@H]3[C@](Cc3ccccc3)(C1=O)N2C(=O)c1ccc(Cl)cc1,-6,-2.8,0.1,-3.7,/,4,-10,-2,3
Cc1nnc(NC(=O)c2ccc(N3CCCC3=O)cc2)s1,8,-0.4,0.9,/,/,-1,?,9,-8
CCOC(=O)c1cnc(SCc2cccc3ccccc23)nc1N,0,-0.4,-1.1,-2.1,-1.1,3,-5,0,5
C=CCn1c(-c2ccc(N)cc2)nc2ccccc21,-15,-0.7,-0.7,0.5,0.2,92*,-15,12,0
COc1ccc(-c2csc(NC(=S)NC(=O)c3ccc(S(=O)(=O)N(C)C)cc3)n2)cc1OC,18,-2.4,0.0,-1.2,1.3,1,3,8,-6
O=C(Nc1ccc2[nH]ncc2c1)c1cccc(F)c1,-8,-3.2,-1.6,2.6,0.9,2,-18,1,-1
CCCCN(CC)CCNC(=S)Nc1ccc2nc(N3CCN(C)CC3)cc(C)c2c1,-13,-3.0,0.2,-0.6,1.3,4,-6,1,-21
COc1ccccc1NC(=O)c1cccc(S(=O)(=O)N2CCOCC2)c1,5,0.4,-1.3,-1.2,-0.6,3,-22,-4,9
COc1ccccc1C(=O)O/N=C(/c1ccncc1)c1ccc([N+](=O)[O-])cc1,-5,-3.7,0.5,/,-1.1,-2,3,4,-5
COc1ccc(NC(=O)CSc2nc(SC)ns2)cc1,13,-0.4,-1.7,-3.1,-1.2,4,3,-6,2
Cc1ccc(NC(=O)CN(C)C(=O)c2ccc(NS(=O)(=O)c3cccc([N+](=O)[O-])c3)cc2)cc1,12,2.1,0.1,0.8,1.1,0,-1,9,-5
COc1ccc(C(C)(NC(C)=O)c2nc(-c3ccc(F)cc3OC)cs2)cc1 (configuration not stated),11,-1.9,-0.6,0.9,/,0,-2,10,3
CN1C(C(=O)NCc2ccco2)CC2Cn3c(nc4cc5ccccc5cc43)C21 (configuration not stated),-9,-0.4,-0.1,-0.4,-2.5,3,-1,4,-6
O=C(O)c1cc(-c2cccs2)nn1-c1cccc(Cl)c1,-4,-1.5,-0.6,-0.2,-1.5,1,-4,1,7
Cc1ccc(C2(c3ccccc3)NC(=O)N(CC(=O)NCc3ccccc3)C2=O)cc1C (configuration not stated),20,-4.2,0.0,9.5,/,-2,-2,3,16
Cc1cnc(C(=O)OCC(=O)c2ccc(F)cc2)cn1,6,-3.1,-1.9,0.0,1.9,0,-3,-8,-6
COC(=O)c1sc(N)c(C(=O)OC)c1COC(=O)C1CC(=O)N(Cc2ccco2)C1 (configuration not stated),-4,-1.4,2.0,1.4,2.5,2,1,20,-5
CCN(CC(=O)Nc1ccc2c(c1)CCC2)Cc1nc2ccccc2c(=O)[nH]1,-7,-4.0,0.7,8.6,1.5,0,15,6,6
CCCn1c(SCC(=O)NC2CCCCC2)nnc1-c1ccccn1,10,0.4,0.1,1.9,-0.8,3,0,0,-8

# In a second layout: results already given.
# Below each SMILES – CCHF vOTU inh | FadD28 FP inh | BoNT A protease | Mtb BioA inh | Mtb UGM inh | FBA Mtb inh | BoNT-F LC inh | GDH-TPI inh | PrPC surface inh
C=CCn1c(-c2ccc(N)cc2)nc2ccccc21
 : -15 | -0.7 | -0.7 | 0.5 | 0.2 | 92* | -15 | 12 | 0
COc1ccc(-c2csc(NC(=S)NC(=O)c3ccc(S(=O)(=O)N(C)C)cc3)n2)cc1OC
 : 18 | -2.4 | 0.0 | -1.2 | 1.3 | 1 | 3 | 8 | -6

# (listing goes on)
structure,CCHF vOTU inh,FadD28 FP inh,BoNT A protease,Mtb BioA inh,Mtb UGM inh,FBA Mtb inh,BoNT-F LC inh,GDH-TPI inh,PrPC surface inh
O=C(c1nn2c(C(F)(F)F)cc(-c3ccccc3)nc2c1Cl)N1CCOCC1,-15,-3.2,-0.5,-0.1,-1.5,0,-7,-3,-19
CCN1CCN(C(=O)c2cc3nc(-c4ccccc4)cc(C(F)(F)F)n3n2)CC1,7,-0.8,-0.8,1.2,-1.0,5,-10,12,-13
COc1ccc(S(=O)(=O)NNC(=O)C23CC4CC(CC(C4)C2)C3)cc1[N+](=O)[O-],3,-1.7,6.2,/,-2.3,0,2,-1,-10
Cc1cn([C@H]2C[C@H](O)[C@@H](CNC=O)O2)c(=O)[nH]c1=O,3,-1.9,-0.6,-1.1,/,5,-7,3,-7
CN1C(=O)C(=O)/C(=C(/O)c2ccccc2)C1c1ccccc1 (configuration not stated),25,-1.9,-6.1,-1.0,0.2,-2,22,28,4
CSc1nsc(SC)c1C(=O)NC(=O)Nc1cccnc1,-12,-0.1,0.9,/,4.5,3,?,12,-6
Cc1cccc(C(=O)OC(C)C(=O)Nc2ccc(S(=O)(=O)N3CCCC3)cc2)c1O (configuration not stated),1,2.5,-1.9,-0.1,-0.3,-4,-1,0,-4
Cc1nnc(SCC(=O)NC(C)(C)C)n1NCc1ccc(N(C)C)cc1,-7,-0.5,4.6,-0.3,-1.5,44*,?,9,-8
O=C(CO/N=C/c1ccc(Cl)cc1Cl)NNC(=O)c1ccc(Cl)cc1Cl,4,-1.5,0.2,/,-0.3,-1,-11,5,3
COCCn1c(=NC(=O)CSCC(=O)NC2CCCCC2)sc2cc(OC)ccc21,-3,-0.8,2.6,-2.4,-0.8,-2,3,42*,1
COc1cccc(CNC(=O)CSC(=S)N2CCCC2)c1,8,-1.3,/,-1.5,5.2,6,/,9,-6
COc1cccc(CNC(=O)C2Cc3ccccc3CN2C(C)=O)c1 (configuration not stated),-1,-4.3,-0.1,0.0,0.7,-4,-2,-13,-3
COc1ccc(C2(NC(C)=O)CCN(C(=O)CCC(=O)O)CC2)cc1,8,-2.3,-0.7,0.2,-2.5,1,-17,11,1
CCN(CC)C(=O)Cn1cc(C(=O)C(=O)NCc2cccnc2)c2ccccc21,3,-4.0,-0.2,-0.8,2.3,1,-1,13,-2
CCCC(C(=O)Nc1ccc2c(C)cc(=O)oc2c1)c1ccccc1 (configuration not stated),-11,-0.4,-1.1,-0.3,-0.2,28*,-1,11,6
COc1ccccc1NC(=O)Cn1ccn(-c2cccc3ccccc23)c(=O)c1=O,1,-0.6,-4.1,0.8,1.6,-1,-8,7,-7
COc1ccc(C(=O)c2ccc(N3CCN(C4CC(=O)NC4=O)CC3)cc2)cc1F (configuration not stated),16,-5.3,-0.3,-0.3,-0.9,1,-6,29,-7
COc1cc(/C=N/Nc2nc3ccccc3[nH]c2=O)ccc1O,-4,-0.5,0.3,0.6,-1.0,0,-2,9,6
